Compound activity (PubChem BioAssay)
LYP inh 2: LYP (human) phosphatase inhibition. inhibition, % at 2 µM. AID 640. Q9Y2R2. recombinant LYP catalytic domain, DiFMUP fluorescence. actives 0.21% (n = 96,000);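 active = inhibition at 2 µM at or above a set limit, the screen mean plus 3 SD, cut at about 24% in these data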;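 also: 0% = DMSO with enzyme and 100% = enzyme fully blocked by orthovanadate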
Target sequence (Q9Y2R2 whole entry, looked up, the tested form may be a part): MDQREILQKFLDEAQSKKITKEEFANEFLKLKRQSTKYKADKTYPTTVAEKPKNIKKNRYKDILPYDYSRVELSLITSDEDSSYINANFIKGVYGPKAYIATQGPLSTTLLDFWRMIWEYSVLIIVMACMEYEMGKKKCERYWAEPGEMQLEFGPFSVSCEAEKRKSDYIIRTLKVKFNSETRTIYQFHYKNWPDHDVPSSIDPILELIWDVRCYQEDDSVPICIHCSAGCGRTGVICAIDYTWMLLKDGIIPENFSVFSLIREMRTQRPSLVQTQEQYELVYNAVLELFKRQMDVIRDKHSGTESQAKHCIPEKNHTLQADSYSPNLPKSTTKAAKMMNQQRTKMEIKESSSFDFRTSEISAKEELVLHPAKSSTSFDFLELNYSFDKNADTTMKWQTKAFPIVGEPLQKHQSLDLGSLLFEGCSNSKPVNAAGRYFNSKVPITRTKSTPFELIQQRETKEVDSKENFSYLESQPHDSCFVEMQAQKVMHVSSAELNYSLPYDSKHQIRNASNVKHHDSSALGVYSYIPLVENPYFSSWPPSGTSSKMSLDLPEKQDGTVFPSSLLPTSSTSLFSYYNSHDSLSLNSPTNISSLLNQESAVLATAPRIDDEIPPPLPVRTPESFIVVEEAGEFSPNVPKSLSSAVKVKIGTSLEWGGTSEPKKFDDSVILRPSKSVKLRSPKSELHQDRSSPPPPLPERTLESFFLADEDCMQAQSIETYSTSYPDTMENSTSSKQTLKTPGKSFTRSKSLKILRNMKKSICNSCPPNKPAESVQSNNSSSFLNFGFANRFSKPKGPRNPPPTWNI
ERa SRC1 inh: ER-alpha (human) coactivator binding inhibition; inhibition, % at 25.6 µM; actives 1.7% (n = 86,000); P03372; TR-FRET ER-alpha LBD / SRC-1 peptide, estradiol-bound; in the data active = inhibition above about 50%;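 also: 0% = receptor plus peptide control and 100% = peptide only without receptor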
HUVEC tox IL1B: toxic to HUVEC cells under IL-1B stimulation | HUVEC cell count loss, Hoechst imaging, IL-1B stimulated | cell count reduction, % at 2 µM | actives 0.41% (n = 94,000) | AID 845;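 active = cell count reduction more than 3 SD above the screen-wide mean, cut at about 70% in these data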;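 also: normalized per plate to untreated control cells as the no-loss baseline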
F-actin modifier: alters cytoskeleton assembly in HUVEC cells. HUVEC TNFa F-actin phalloidin imaging, high content. inhibition, % at 2 µM. actives 0.18% (n = 91,000);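 active = inhibition above the batch mean plus 3 SD and confirmed as a hit by visual image inspection, cut at about 30% in these data, passing the limit was not always enough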; also: strong numbers were not always called active
PTPN22 act: activators of human LYP (PTPN22) phosphatase; actives 0.11% (n = 96,000); Q9Y2R2; recombinant LYP, DiFMUP fluorescence; 0 = plate median, 100 = signal doubled; activation, % at 2 µM; AID 697;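 active = activation at 2 µM above a set limit, the mean plus 5 SD, cut at about 37% in these data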
FAK inh: blocks human focal adhesion kinase activity. inhibition, %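 (tested at 7 µM)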. Q05397. actives 0.84% (n = 97,000). biochemical FAK kinase activity assay; in the data active = inhibition above about 19%;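 also: 0% = DMSO and 100% = reference compound high control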
PTK2B oligo ant: Pyk2 (human) oligomerization antagonism. Q14289. Q293 cells, Pyk2 FERM NanoBiT luminescence; active compounds read low. z-score (the deposit names both 25 µM and 10 µM). actives 0.83% (n = 99,000);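 active = Z-score of -3 or lower, scaled per plate to the spread of control and sample wells; inactive = z-score above -3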;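 also: negative z-score means lost luminescence so less FERM oligomerization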
VCAM1 TNFa inh: reduces TNF alpha induced VCAM1 expression in HUVEC; HUVEC TNFa-induced VCAM-1 immunofluorescence, high-content imaging; inhibition, % at 2 µM; actives 0.48% (n = 95,000); AID 802;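 active = inhibition above the batch mean plus 3 SD, with images confirmed as a hit by eye, cut at about 37% in these data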;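 also: 0% = TNF-stimulated DMSO wells and 100% = unstimulated control wells; not every result past the cut was called active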
HUVEC tox TNFa: toxic to HUVEC cells under TNF alpha stimulation | HUVEC TNFalpha-stimulated, Hoechst cell count, imaging | cell count reduction, % at 2 µM | actives 0.17% (n = 93,000) | AID 848;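 active = cell count reduction exceeding the screen mean by over 5 SD, scaled to untreated wells per plate, cut at about 78% in these data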;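 also: cells counted after 24 h of TNF alpha exposure following the 1 h pretreatment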
Numbers without * were called inactive; [ ] = remark or other dose.

`O=C(c1ccc2snnc2c1)N1CCN(c2ccccn2)CC1` gave LYP inh 2 6, HUVEC tox IL1B -5, F-actin modifier 4, PTPN22 act -5, FAK inh 1, PTK2B oligo ant -1.1, VCAM1 TNFa inh -20 and HUVEC tox TNFa 8.
`FC(F)(F)c1ccc2c(c1)nc1n2CCCC1` gave LYP inh 2 -7, ERa SRC1 inh -10, HUVEC tox IL1B -1, F-actin modifier 5, PTPN22 act 5, FAK inh -3, PTK2B oligo ant 0.11, VCAM1 TNFa inh -8 and HUVEC tox TNFa -19.
Screening OCCCn1c(-c2ccccc2)n[nH]c1=S returned LYP inh 2 2, ERa SRC1 inh -12, HUVEC tox IL1B 10, F-actin modifier -2, PTPN22 act -4, FAK inh 2, PTK2B oligo ant 0.12, VCAM1 TNFa inh -19 and HUVEC tox TNFa -8.
Screening CCn1cnc2cc(NCc3cccc(OC)c3O)ccc21 returned LYP inh 2 -3, ERa SRC1 inh 0, HUVEC tox IL1B 16, F-actin modifier -3, PTPN22 act 4, FAK inh 2, PTK2B oligo ant -0.9, VCAM1 TNFa inh -14 and HUVEC tox TNFa -7.
For CCn1c(SCC(=O)N2CCOCC2)nc2oc3c(Cl)cc(Cl)cc3c(=O)c2c1=O the results were LYP inh 2 5, ERa SRC1 inh 65*[fluorescence artefact?], HUVEC tox IL1B -14, F-actin modifier 0, PTPN22 act -8, FAK inh 0, VCAM1 TNFa inh -16 and HUVEC tox TNFa -1.
For COc1ccccc1NC(=O)CN1CCN(CC(=O)Nc2ccc3c(c2)OCCO3)CC1 the results were LYP inh 2 4, HUVEC tox IL1B -11, F-actin modifier 2, PTPN22 act 0, FAK inh 2, PTK2B oligo ant -0.04, VCAM1 TNFa inh 34 and HUVEC tox TNFa 52.
O=C(N[C@@H](Cc1ccccc1)C(=O)NC1CCCCC1)c1ccco1 was read as LYP inh 2 -3, HUVEC tox IL1B 2, F-actin modifier -17, PTPN22 act 2, FAK inh -1, PTK2B oligo ant -0.2, VCAM1 TNFa inh 17 and HUVEC tox TNFa -5.
Screening COc1ccccc1N(CC(=O)NC1CCCC1)C(=O)c1csnn1 returned LYP inh 2 4, ERa SRC1 inh -2, HUVEC tox IL1B -11, F-actin modifier 1, PTPN22 act -8, FAK inh 0, PTK2B oligo ant 0.34, VCAM1 TNFa inh 0 and HUVEC tox TNFa -14.
Screening COC(=O)c1ccc(COc2cccc(OC)c2)o1 returned LYP inh 2 5, ERa SRC1 inh -5, HUVEC tox IL1B -17, F-actin modifier 5, PTPN22 act -6, FAK inh 2, PTK2B oligo ant -0.27, VCAM1 TNFa inh -18 and HUVEC tox TNFa -32.
For Cn1c(Cc2ccccc2)nnc1SCC(=O)Nc1ccc2c(c1)OCO2 the results were LYP inh 2 8, ERa SRC1 inh 22, HUVEC tox IL1B -11, F-actin modifier 2, PTPN22 act -11, FAK inh -3, PTK2B oligo ant -0.29, VCAM1 TNFa inh -2 and HUVEC tox TNFa 10.
Screening O=C1CCCc2ccccc2N1Cc1ccc(Cl)cc1 returned LYP inh 2 -1, HUVEC tox IL1B 2, F-actin modifier -9, PTPN22 act 3, FAK inh 2, PTK2B oligo ant -1, VCAM1 TNFa inh -3 and HUVEC tox TNFa -13.
COc1ccccc1C(=O)NC1CCCCCCC1 was read as LYP inh 2 1, ERa SRC1 inh 22, HUVEC tox IL1B -1, F-actin modifier 0, PTPN22 act 1, FAK inh 2, PTK2B oligo ant -0.34, VCAM1 TNFa inh 19 and HUVEC tox TNFa -10.
`CCOC(=O)c1c(C(C)(C)C)oc2ccc(OCC#N)cc12` gave LYP inh 2 -8, ERa SRC1 inh 3, HUVEC tox IL1B -15, F-actin modifier -21, PTPN22 act 7, FAK inh 0, PTK2B oligo ant 0.4, VCAM1 TNFa inh 8 and HUVEC tox TNFa -13.
For O=C(Nc1nccs1)c1cnccn1 the results were LYP inh 2 -2, ERa SRC1 inh 10, HUVEC tox IL1B -6, F-actin modifier 3, PTPN22 act -1, FAK inh 0, PTK2B oligo ant 0.39, VCAM1 TNFa inh -6 and HUVEC tox TNFa -2.
Screening COc1ccc(/C=N/n2cc(-c3ccc(OC)cc3)nc2N)cc1 returned LYP inh 2 3, ERa SRC1 inh 77*[fluorescence artefact?], HUVEC tox IL1B -25, F-actin modifier 2, PTPN22 act -4, FAK inh 3, PTK2B oligo ant -0.81, VCAM1 TNFa inh 20 and HUVEC tox TNFa -14.
C=CCc1c(O)nc(SCC(=O)c2ccccc2)[nH]c1=O was read as LYP inh 2 7, ERa SRC1 inh -13, HUVEC tox IL1B 4, F-actin modifier 2, PTPN22 act -4, FAK inh -9, PTK2B oligo ant -0.19, VCAM1 TNFa inh -12 and HUVEC tox TNFa -11.
COCCNC(=O)C(c1ccc(F)cc1)N(CCOC)C(=O)CCC(=O)Nc1nccs1 (configuration not stated) was read as LYP inh 2 -23, ERa SRC1 inh 8, HUVEC tox IL1B 2, F-actin modifier 12, PTPN22 act 20, FAK inh 1, PTK2B oligo ant -0.2, VCAM1 TNFa inh 14 and HUVEC tox TNFa -27.
CC(C)C(NC(=O)C12CC3CC(CC(C3)C1)C2)C(=O)O (configuration not stated) was read as LYP inh 2 -4, ERa SRC1 inh -4, HUVEC tox IL1B -4, F-actin modifier -8, PTPN22 act 3, FAK inh -4, PTK2B oligo ant 0.66, VCAM1 TNFa inh -27 and HUVEC tox TNFa -13.
For COc1ccc(OCC(=O)Nc2ncc3c(n2)CC(C)(C)CC3=O)cc1 the results were LYP inh 2 0, ERa SRC1 inh -1, HUVEC tox IL1B -68, F-actin modifier 16, PTPN22 act -2, FAK inh -6, PTK2B oligo ant -0.51, VCAM1 TNFa inh -5 and HUVEC tox TNFa -15.
O=C(O)C1CCN(C(=O)COc2ccc3c4c(c(=O)oc3c2)CCC4)CC1 was read as LYP inh 2 9, ERa SRC1 inh -8, HUVEC tox IL1B 8, F-actin modifier 31, PTPN22 act -12, FAK inh -1, PTK2B oligo ant 0.15, VCAM1 TNFa inh -2 and HUVEC tox TNFa -19.
Screening O=C(Cn1[nH]c(=O)c2ccccc2c1=O)N1CC=C(c2ccccc2)CC1 returned LYP inh 2 1, ERa SRC1 inh -4, HUVEC tox IL1B 38, F-actin modifier 19, PTPN22 act 1, FAK inh 1, PTK2B oligo ant -0.02, VCAM1 TNFa inh 13 and HUVEC tox TNFa 43.
N/C(=N\c1nc2c(c(=O)[nH]1)CCCC2)Nc1ccccc1 was read as LYP inh 2 0, ERa SRC1 inh 6[fluorescence artefact?], PTPN22 act 0, FAK inh 2 and PTK2B oligo ant 0.5.
Screening Cc1ccc2c(c1)N(CC(=O)NCc1cccs1)C(=O)C(C)O2 (configuration not stated) returned LYP inh 2 1, ERa SRC1 inh -2, HUVEC tox IL1B -1, F-actin modifier -17, PTPN22 act 1, FAK inh 4, PTK2B oligo ant 0.06, VCAM1 TNFa inh -6 and HUVEC tox TNFa 11.
Cc1snc(SCC(=O)N/N=C(\N)COc2cccc(C(F)(F)F)c2)c1C#N was read as LYP inh 2 -7, HUVEC tox IL1B -23, F-actin modifier -14, PTPN22 act 10, FAK inh 1, PTK2B oligo ant 0.56, VCAM1 TNFa inh 15 and HUVEC tox TNFa -7.
For CCN(CC)CCN(C)Cc1ccc(Br)cc1 the results were LYP inh 2 3, ERa SRC1 inh 2, HUVEC tox IL1B 5, F-actin modifier 7, PTPN22 act -1, FAK inh 3, PTK2B oligo ant 0.44, VCAM1 TNFa inh 14 and HUVEC tox TNFa -32.
CS(=O)(=O)N1CCC(NC(=O)Cc2ccccc2)CC1 was read as LYP inh 2 2, ERa SRC1 inh -3, HUVEC tox IL1B 28, F-actin modifier -23, PTPN22 act -4, FAK inh 8, PTK2B oligo ant 0.11, VCAM1 TNFa inh 0 and HUVEC tox TNFa 14.
C=CCn1c(=O)c2ccccc2n2c(SCC(=O)c3ccccc3)nnc12 was read as LYP inh 2 -8, ERa SRC1 inh 4, HUVEC tox IL1B -9, F-actin modifier -24, PTPN22 act 8, FAK inh -1, PTK2B oligo ant 0.35, VCAM1 TNFa inh 7 and HUVEC tox TNFa 8.
CCc1nc2c(C#N)c(-c3ccc(Cl)cc3)ccn2n1 was read as LYP inh 2 -6, ERa SRC1 inh 16, HUVEC tox IL1B -12, F-actin modifier -21, PTPN22 act 8, FAK inh 1, PTK2B oligo ant -0.8, VCAM1 TNFa inh -2 and HUVEC tox TNFa 5.
C=CCN(CC=C)c1nc2ccccc2nc1C(C#N)C(=O)OCCOC (configuration not stated) was read as LYP inh 2 6, ERa SRC1 inh -46[fluorescence artefact?], HUVEC tox IL1B -2, F-actin modifier -10, PTPN22 act -7, FAK inh -1, PTK2B oligo ant 1.4, VCAM1 TNFa inh 7 and HUVEC tox TNFa -16.
Screening COCc1cc(C)nc(Nc2ccc(C)cc2C)c1C#N returned LYP inh 2 12, ERa SRC1 inh -9, HUVEC tox IL1B -6, F-actin modifier -24, PTPN22 act -7, FAK inh -6, PTK2B oligo ant 0.03, VCAM1 TNFa inh 1 and HUVEC tox TNFa -15.
`O=C(COC(=O)c1ccccc1)NCC1CCCO1` (configuration not stated) gave LYP inh 2 -18, ERa SRC1 inh -3[fluorescence artefact?], HUVEC tox IL1B -58, F-actin modifier 18, PTPN22 act 16, FAK inh 1, PTK2B oligo ant 0.62, VCAM1 TNFa inh -5 and HUVEC tox TNFa -5.
Screening C=CCn1c(NCCO)nc2c1c(=O)n(C)c(=O)n2C returned LYP inh 2 -6, ERa SRC1 inh -8, F-actin modifier 1, PTPN22 act 3, FAK inh 0, PTK2B oligo ant 0.04, VCAM1 TNFa inh 19 and HUVEC tox TNFa -21.
Screening CC(=O)Nc1ccc(NC2(C)C(=O)c3ccccc3C2=O)cc1 returned LYP inh 2 -2, ERa SRC1 inh 3, HUVEC tox IL1B -6, F-actin modifier -23, PTPN22 act 1, FAK inh 1, PTK2B oligo ant 0.26, VCAM1 TNFa inh 93* and HUVEC tox TNFa 88*.
Screening Cn1c(-c2sc3ccccc3c2Cl)n[nH]c1=S returned LYP inh 2 -1, ERa SRC1 inh -6[fluorescence artefact?], HUVEC tox IL1B -15, F-actin modifier -15, PTPN22 act 1, FAK inh -4, PTK2B oligo ant 2, VCAM1 TNFa inh -5 and HUVEC tox TNFa 4.
Screening CCOC(=O)N1CCN(C(=O)CSc2nc3c(c(=O)n2-c2ccccc2OC)SCC3)CC1 returned LYP inh 2 0, ERa SRC1 inh 3[fluorescence artefact?], HUVEC tox IL1B -62, F-actin modifier -5, PTPN22 act -1, FAK inh 3, PTK2B oligo ant 0.14, VCAM1 TNFa inh -2 and HUVEC tox TNFa -6.
Screening Cc1cc(Cl)c(S(=O)(=O)NCc2cccnc2)cc1OCC(N)=O returned LYP inh 2 -3, ERa SRC1 inh -5, HUVEC tox IL1B -31, F-actin modifier 7, PTPN22 act 0, FAK inh -1, PTK2B oligo ant 0.78, VCAM1 TNFa inh -4 and HUVEC tox TNFa -21.
COc1ccc(S(=O)(=O)Nc2cc(C)ccn2)cc1OC was read as LYP inh 2 -3, ERa SRC1 inh -1, HUVEC tox IL1B -38, F-actin modifier 12, PTPN22 act 5, FAK inh 7, PTK2B oligo ant 1.6, VCAM1 TNFa inh 7 and HUVEC tox TNFa -11.
Screening CCOC(=O)c1cnc2c(OC)cccc2c1N1CCN(c2ccccc2OC)CC1 returned LYP inh 2 4, ERa SRC1 inh -11, HUVEC tox IL1B -35, F-actin modifier -6, PTPN22 act -5, FAK inh 3, PTK2B oligo ant -0.6, VCAM1 TNFa inh -21 and HUVEC tox TNFa -35.
`CC(C)COc1ccc(C(=O)NCc2ccco2)cc1` gave LYP inh 2 -2, ERa SRC1 inh -14, HUVEC tox IL1B -28, F-actin modifier -5, PTPN22 act -3, FAK inh 1, PTK2B oligo ant -0.63, VCAM1 TNFa inh 6 and HUVEC tox TNFa 1.
